# ssDAF-12 act – activators of S. stercoralis DAF-12 nuclear receptor | activation, % at 6.8 µM | HEK293 ssDAF-12/GRIP1 lit1-tk-luc reporter, luminescence; % of 3 µM dafachronic acid response | 1% of 370,000 active;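 active = activation above the mean over all tested compounds plus 3 SD, cut at about 0.9% in these data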;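 note: 0% = DMSO-only wells and 100% = 3 µM delta7-dafachronic acid wells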
# ADAM10 inh – inhibitors of human ADAM10 | O14672 | 0.62% of 370,000 active | AID 720582 | inhibition, % at 7 µM | recombinant ADAM10, EDANS/DABCYL FRET peptide cleavage, 3 h;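 active = inhibition above a per-campaign cutoff equal to the mean of compounds falling between control-based bounds plus 3 SD, cut at about 20% in these data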;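 note: 0% = DMSO wells while the 100% control is not disclosed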
# Target sequence (O14672 214-748 limits assumed): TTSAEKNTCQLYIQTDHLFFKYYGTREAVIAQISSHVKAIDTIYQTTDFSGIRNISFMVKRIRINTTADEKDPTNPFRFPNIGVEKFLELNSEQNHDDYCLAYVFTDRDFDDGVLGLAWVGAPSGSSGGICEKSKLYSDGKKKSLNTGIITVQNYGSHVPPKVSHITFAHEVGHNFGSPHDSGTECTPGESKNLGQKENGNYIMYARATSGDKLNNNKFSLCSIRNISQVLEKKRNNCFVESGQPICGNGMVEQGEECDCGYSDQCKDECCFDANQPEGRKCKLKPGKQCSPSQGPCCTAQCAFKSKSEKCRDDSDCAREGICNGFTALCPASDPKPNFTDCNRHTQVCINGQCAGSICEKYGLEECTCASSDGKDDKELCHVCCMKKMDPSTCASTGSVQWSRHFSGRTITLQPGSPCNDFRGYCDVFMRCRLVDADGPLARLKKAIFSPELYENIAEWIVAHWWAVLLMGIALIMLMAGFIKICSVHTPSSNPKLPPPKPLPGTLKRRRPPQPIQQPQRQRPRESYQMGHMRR
# PG9 binder – small molecules binding HIV-1 gp120 antibody PG9. AID 624416. inhibition, % at 6.7 µM. 0.43% of 360,000 active. TR-FRET gp120-PG9 antibody binding; in the data active = inhibition above about 8.5%
# FXN GAA850 act – increases GAA850 frataxin promoter reporter activity | 0.56% of 360,000 active | HEK293 lucGAA850 FXN promoter luciferase reporter, 24 h; percent of 10 µM SAHA response | activation, % at 6 µM | AID 540364;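 active = activation above the average of all compounds screened plus 3 SD, cutoff fixed separately per campaign, cut at about 7.5% in these data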;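 note: 0% = DMSO wells and 100% = 10 µM SAHA wells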
# GC-A act – GC-A (human) enzyme activation. P16066. HEK293 GC-A cells, cGMP TR-FRET, EC30 ANP; 0% at EC30 ANP, 100% saturating ANP. activation, % at 10 µM. 0.14% of 370,000 active; in the data active = activation above about 40%
# hcDAF12 agonist – activates DAF-12 receptor from parasite H. contortus | HEK293 hcDAF-12 lit1-tk-luc reporter, luminescence; 0% DMSO, 100% Δ7-dafachronic acid | activation, % at 6.8 µM | 1.4% of 370,000 active | AID 652067;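 active = activation above the mean of all tested compounds plus 3 SD, cut at about 5.5% in these data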;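 note: 100% = response to 3 µM Δ7-dafachronic acid high control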
# DAX1 inh-1 – blocks DAX1 repression of SF-1 activated StAR promoter | HEK293T StAR-luciferase reporter, SF-1/DAX-1 repression relief | inhibition, % at 6.8 µM | 1.1% of 370,000 active | AID 652010;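 active = inhibition above the mean over all tested compounds plus 3 SD, cut at about 3.6% in these data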;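 note: 0% = DAX-1 cells with DMSO and 100% = cells lacking DAX-1 with DMSO; higher inhibition means more luminescence from relief of DAX-1 repression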
# hgDAF12 agonist – activates the H. glycines DAF-12 receptor ligand-binding domain | 1.8% of 370,000 active | activation, % at 6.8 µM | HEK293 GAL4-hgDAF12 UAS-luciferase reporter, agonist luminescence; normalized to butyrate control;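 active = activation above a cutoff set at the mean of all screened compounds plus 3 SD, cut at about 10% in these data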;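 note: 0% = DMSO wells and 100% = sodium butyrate wells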
# ADAM17 inh – inhibits human ADAM17; recombinant ADAM17, EDANS/DABCYL FRET peptide cleavage; 0.83% of 370,000 active; P78536; AID 720648; inhibition, % at 6.95 µM;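 active = inhibition above the mean of compounds lying between control limits plus 3 SD, set per campaign, cut at about 8.5% in these data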;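 note: 0% = DMSO-only wells as the low control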
# SMARCA2 activ – activators of SMARCA2 function; MG213 cells, MMTV-luciferase reporter, dexamethasone, overnight; activation, % at 9.1 µM; 1% of 370,000 active; in the data active = activation above about 7.8%;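 note: 0% = vehicle wells and 100% = reference activator wells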
# DAX1 inh-2 – NR0B1 (DAX1) inhibition; P51843; HEK293 Gal4-DAX1 luciferase reporter, luminescence; inhibition, % at 6.75 µM; 0.99% of 340,000 active; AID 504766;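 active = inhibition above the mean over all tested compounds plus 3 SD, cut at about 4.2% in these data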;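 note: 0% = DAX1-transfected cells with DMSO and 100% = empty-vector control cells with DMSO; inhibition shows as a rise in luminescence from relieved DAX1 repression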
# Target sequence (P51843 207-470 limits assumed): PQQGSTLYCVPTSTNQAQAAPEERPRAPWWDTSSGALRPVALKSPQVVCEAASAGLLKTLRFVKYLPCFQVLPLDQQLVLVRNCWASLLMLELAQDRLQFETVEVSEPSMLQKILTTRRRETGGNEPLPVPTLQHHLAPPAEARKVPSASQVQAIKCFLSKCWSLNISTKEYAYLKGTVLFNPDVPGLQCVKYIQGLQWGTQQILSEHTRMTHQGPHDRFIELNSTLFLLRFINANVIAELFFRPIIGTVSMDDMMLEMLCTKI
# * marks the source's active call; other numbers are inactive results; i = inactive; . = no result given; & = joins results of further samples.
# The line under a structure holds: hcDAF12 agonist	FXN GAA850 act	PG9 binder	ssDAF-12 act	DAX1 inh-2	ADAM10 inh	GC-A act	hgDAF12 agonist	SMARCA2 activ	ADAM17 inh	DAX1 inh-1
> Nc1ncc2[nH]cnc2n1
    1.8&-2.1	0.7&-1.7	0.9&-1.9	-1.2&-1.5	0.1&-0.4	-34&-37	0&2	1.1&0.8	-1&-2	-13&-14	0.2&-0.4
> CC(C)CC(NC(=O)C1CCCCC1)C(=O)N1CCC2(CC1)OCCO2 (configuration not stated)
    -2.1	1.8	1.2	-1.6	-0.6	-1	3	1.3	-1	-1	0.3
> C[N+]1([O-])[C@@H]2CC(OC(=O)[C@H](CO)c3ccccc3)C[C@H]1[C@@H]1O[C@@H]12 (some centres not stated)
    -1.4	-1.1	0.3	-1.6	-1.1	-13	3	-1.1	-4	-6	2.0
> O=C(Cc1ccccc1)OCc1ccccc1
    0.1	-0.4	-3.9	-1.2	0.4	-4	0	-0.8	-4	-5	0.6
> O=C(CCS(=O)(=O)c1ccc(Br)cc1)N1CCC2(CC1)OCCO2
    -0.8	0.8	2.2	-0.7	0.2	3	2	1.3	0	-5	-1.0
> OCC1CO1 (configuration not stated)
    0.5	-0.1	-1.5	-1.1	-0.2	-11	-3	-2.0	-2	-2	-0.3
> O=C(N/N=C/c1c(O)n(CCc2ccccc2)c(=O)[nH]c1=O)c1ccncc1
    0.2	0.3	0.3	-1.7	-1.4	-55	5	-0.5	-2	-17	0.2
> S=C=Nc1ccccn1
    3.8	0.1	-1.6	-0.6	0.3	-2	3	3.9	1	-1	0.0
> O=P(/C(=N/O)N1CCOCC1)(N1CCOCC1)N1CCOCC1
    -1.4	1.5	-3.6	-0.9	1.3	-6	6	-0.9	0	-5	0.0
> CCN1CCN(c2ccc([N+](=O)[O-])cc2C#N)CC1
    -0.1	1.4	-0.8	-0.4	-0.5	-2	-1	0.3	-4	-2	0.2
> CCCCn1nnnc1C(c1cccc(OC)c1OC)N1CCC2(CC1)C(=O)NCN2c1ccccc1 (configuration not stated)
    -1.5	.	0.5	-1.0	.	-4	-7	-3.7	-2	3	-0.8
> COc1ccc(P2(=O)Nc3ccccc3N2)cc1
    8.0*	1.9	-3.4	1.4*	0.1	-12	-1	5.5	1	5	1.7
> CC(C)N(C(=O)CCl)c1ccccc1
    0.1	-8.9	-1.9	-1.2	-0.5	-2	5	1.4	-3	-5	-3.0
> COC(=O)C1=C(c2ccc(Cl)c(C(F)(F)F)c2)C[C@@H]2CC[C@H]1N2C(=O)NCC1CC1
    -2.2	-2.6	0.7	-1.5	-0.1	-2	-4	-2.1	1	-3	-0.9
> CSc1nc(C)c(Br)c(N2CC2)n1
    -0.1	1.7	0.8	-1.4	0.0	-15	11	-0.4	-1	-6	0.4
> C=CCn1c(O)c(/C(C)=N/N2CCN(C)CC2)c(=O)[nH]c1=O
    -2.2	3.0	0.1	0.1	2.5	-8	0	-1.5	2	-3	0.6
> C[C@H]1C(=O)O[C@@H]2CCN3CC=C(COC(=O)[C@](C)(O)[C@]1(C)O)[C@H]23
    -1.8	-1.6	-1.3	-0.5	0.5	6	-2	1.7	-4	0	-0.3
> C/C(=N\N1CCCCCC1)c1c(O)n(-c2ccccc2C)c(=O)[nH]c1=O
    -1.6	1.0	-3.3	-1.1	1.8	-1	1	-1.2	1	-1	-0.3
> CCC(=NCc1ccco1)c1c(O)n(-c2ccccc2)c(=O)[nH]c1=O
    -1.1	-0.9	2.0	-0.4	-0.1	-3	7	0.5	-1	-4	-0.6
> Cc1ccccc1-n1c(O)c(C=Nc2ccc3c(c2)OCO3)c(=O)[nH]c1=O
    0.3	0.1	-7.2	-1.3	0.5	0	-3	4.5	2	-6	1.0

# Copied from the list.
# Value of O=P(/C(=N/O)N1CCOCC1)(N1CCOCC1)N1CCOCC1 in DAX1 inh-2: 1.3
# Value of O=C(N/N=C/c1c(O)n(CCc2ccccc2)c(=O)[nH]c1=O)c1ccncc1 in PG9 binder: 0.3
# Value of OCC1CO1 (configuration not stated) in PG9 binder: -1.5

# Continued.
# The line under a structure holds: hcDAF12 agonist	FXN GAA850 act	PG9 binder	ssDAF-12 act	DAX1 inh-2	ADAM10 inh	GC-A act	hgDAF12 agonist	SMARCA2 activ	ADAM17 inh	DAX1 inh-1
> NC(Cc1ccccc1)[P+](=O)O (configuration not stated)
    -0.8	.	.	-0.9	.	-4	3	-0.7	1	-3	-0.6
> COC(=O)c1nc(-c2ccc3c(n2)C(=O)C(N)=C(OC)C3=O)c(N)c(-c2ccc(OC)c(OC)c2O)c1C
    0.8	0.1	-5.2	-1.2	-0.8	-11	9	-0.1	5	-7	0.7
> COC1=CC(=O)OC(/C=C/c2ccccc2)C1 (configuration not stated)
    0.7	2.1	-2.1	-1.3	-1.6	8	-1	3.1	-4	2	0.4
> CN(C)CCN=Cc1c(O)n(C2CCCCCC2)c(=O)[nH]c1=O
    -2.1	1.4	-2.2	-1.3	-0.2	-5	0	-0.7	-1	-4	-0.6
> COc1cc2c(cc1O)C[C@H]1NCCc3cc4c(c-2c31)OCO4
    2.4	-1.1	-8.1	-0.8	-2.0	-133	-7	0.0	7	-33	-0.9
> CC(C)N1CCC2(CC1)NC(CO)(CO)CO2
    0.5	0.4	-2.6	-1.0	0.7	-4	0	-1.4	3	-2	0.4
> O=C(c1ccc2c(c1)OCO2)C1CCCN(Cc2ccc(F)c(F)c2)C1 (configuration not stated)
    0.5	-0.5	0.7	-0.4	0.4	-6	0	2.3	2	-3	0.8
> CN1C2CCC1C(C(=O)O)C(O)C2 (configuration not stated)
    0.2	0.3	-1.3	-0.6	1.2	-12	7	1.1	-2	-4	0.5
> CN(C)C(=O)Oc1ccc2c(c1)O/C(=C\c1cccc([N+](=O)[O-])c1)C2=O
    -2.1	1.4	-1.4	-0.9	2.8	-6	12	0.8	-2	-2	0.1
> CCN(CC)C(=O)c1ccc(NC(=O)COC(=O)c2ccc(Cl)s2)cc1
    -1.0	1.1	-2.9	-0.6	-0.5	4	0	-0.2	3	0	0.0
> COc1ccc2c3c1OC1C(O)C=CC4[C@@H](C2)N(C)CC[C@]314 (some centres not stated)
    -0.8	-0.5	-2.0	-1.9	1.0	-14	4	-3.0	2	-2	0.0
> CCCNC(=O)N1[C@H]2CC[C@@H]1C(C(=O)OC)=C(c1cccc(Cl)c1)C2
    -1.7	-0.9	0.5	-1.6	0.2	-11	-4	-0.5	0	-6	0.3
> CCCC(C)C1C(C#N)=C(N)Oc2c1c(=O)oc1ccccc21 (configuration not stated)
    -1.4	0.2	-0.8	-0.6	1.2	-6	-17	-0.6	-1	-6	-0.5
> CCc1ccc(-n2c(O)c(/C=N/NC(=O)c3ccncc3)c(=O)[nH]c2=O)cc1
    -0.7	2.8	1.9	-1.0	0.3	-36	0	0.8	-3	-11	0.2
> COc1cccc(CN2CCCC(C(=O)c3ccccc3SC)C2)c1O (configuration not stated)
    -1.3	-0.7	-1.1	-1.3	0.1	12	2	1.2	-4	4	-0.3
> C[C@@]12CC[C@@H](c3cc4c(cc3C1)OCO4)N2c1ccccc1
    -0.9	.	0.4	0.1	.	3	-7	-0.3	-1	0	-1.5
> CCC(=Nc1ccccc1N)c1c(O)[nH]c(=O)[nH]c1=O
    1.5	4.6	-1.8	0.0	2.7	1	-4	7.0	1	-2	0.8
> COc1cccc(Oc2coc3cc(OC(=O)N(C)C)ccc3c2=O)c1
    -1.7	2.8	-0.9	-1.3	-0.8	-2	7	-2.7	2	1	-0.1
> O=C(O)C1C2CCC(O2)C1C(=O)Nc1ccc(F)c(F)c1 (configuration not stated)
    -0.6	4.0	0.5	-0.7	0.9	0	-2	0.9	0	-3	0.1
> COc1ccc(-n2c(O)c(/C(C)=N/Nc3ccccc3)c(=O)[nH]c2=O)cc1
    -0.5	-2.4	-2.8	-1.0	-0.8	-2	1	-0.8	-1	-2	0.1
> Cc1c(C)c2ccc(OCC(=O)N3CCC(C(=O)O)(c4ccccc4)CC3)c(C)c2oc1=O
    -0.3	-0.7	-0.3	-1.4	3.3	i	2	0.1	0	-191	0.1
> CC(C)COc1ccc(Cc2c(O)[nH]c(=S)[nH]c2=O)cc1
    -1.0	4.2	-0.4	-0.8	-2.5	-5	3	-1.1	0	-5	0.1
> C(=NC1CCCCC1)c1c[nH]c2ccccc12
    2.1	-0.7	-1.7	-0.3	0.5	-7	1	6.3	-1	-3	0.1
> C[N+](C)(C)CC1CCCc2ccccc2C1=O (configuration not stated)
    -0.2	-4.5	1.9	0.0	-0.6	-7	6	-1.2	-4	0	-0.3
> c1cncc(-c2ccc3n2Cc2cnnn2-c2ccccc2-3)c1
    -3.5	.	.	-1.7	.	-118	-1	1.8	-3	-33	-0.8
> Clc1ccc(C(Cl)(Cl)Cl)c(Cl)c1
    -0.5	0.0	-0.9	-1.0	0.8	-1	1	0.2	1	-2	-0.2
> COc1cc(OC)c([C@H]2C=C(C)[C@H]3C[C@@H]2C3(C)C)c(OC)c1
    1.1	0.2	-2.7	-0.9	3.4	0	-3	0.4	-5	2	0.0
> Cc1cccc(C)c1NC1=NCCCS1
    -1.1	1.1	0.7	-0.8	-0.7	5	1	1.1	-1	1	0.6
> CC(=O)CCC(C)=O
    -0.1	-1.0	-0.9	-0.7	0.1	-7	3	1.6	-2	-2	3.2
> CCC(=NCc1ccco1)c1c(O)n(-c2ccc(C)cc2)c(=O)[nH]c1=O
    -0.9	3.2	3.5	-0.8	0.8	-4	-5	0.4	-2	-5	-0.8
> O=C(O)C(Cc1cnc[nH]1)NS(=O)(=O)c1ccc(Cl)cc1 (configuration not stated)
    0.2	0.9	0.8	-1.3	-0.4	-5	1	1.6	-3	2	-0.4
> CN1C(=O)C(=Cc2ccc(N3CCOCC3)o2)C(=O)N(C)C1=S
    -0.4	3.5	-2.8	-0.6	2.0	3	0	0.1	-1	-4	-0.3
> COC(=O)C1=C(c2ccc(F)cc2OCc2ccccc2)C[C@@H]2CC[C@H]1N2C(=O)NC1CC1
    0.0	-2.0	-0.4	-1.3	0.7	-1	-3	1.5	3	-1	0.2
> Cc1cc(N=Nc2ccccc2C)ccc1N
    3.8	.	-0.1	0.4	6.0*	23*	6	15*	4	6	2.0
> CC(=O)C1C2c3ccccc3O[C@@]1(C)N=c1s/c(=C/c3ccoc3)c(=O)n12 (some centres not stated)
    -2.9	5.2	-0.8	-1.1	-0.5	1	0	-1.9	3	0	-0.2

# For reference, 3 of the compounds above.
# The line under a structure holds: hcDAF12 agonist	FXN GAA850 act	PG9 binder	ssDAF-12 act	DAX1 inh-2	ADAM10 inh	GC-A act	hgDAF12 agonist	SMARCA2 activ	ADAM17 inh	DAX1 inh-1
> S=C=Nc1ccccn1
    3.8	0.1	-1.6	-0.6	0.3	-2	3	3.9	1	-1	0.0
> O=P(/C(=N/O)N1CCOCC1)(N1CCOCC1)N1CCOCC1
    -1.4	1.5	-3.6	-0.9	1.3	-6	6	-0.9	0	-5	0.0
> CCN1CCN(c2ccc([N+](=O)[O-])cc2C#N)CC1
    -0.1	1.4	-0.8	-0.4	-0.5	-2	-1	0.3	-4	-2	0.2

# From PubChem

# Some of the compounds tested; the hit share may differ from the screen's.
